CIT2-GFP yeast = modulators of CIT2-GFP expression in yeast, primary screen, S. cerevisiae, GFP fusion, multiplex flow cytometry, MLPCN library; S. cerevisiae CIT2-GFP strain, 3 h; 100 means same as DMSO wells; GFP response vs DMSO, % at 10 µM; actives 0.065% (n = 320,000);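 active = GFP response relative to DMSO above a set limit, near the screen mean plus 3 SD, cut at about 150% in these data; inconclusive = Fewer than 70 cells measured for a yeast strain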;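 note: ratio of well median GFP fluorescence to mean of DMSO wells on the plate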
RPL19A-GFP yeast = RPL19A-GFP expression modulators in yeast, primary screen, cell-based, S. cerevisiae, multiplex flow cytometry, MLPCN. percent response vs DMSO, % at 10 µM. S. cerevisiae RPL19A-GFP strain, 3 h; hits give low values. actives 0.3% (n = 330,000);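 active = percent response vs DMSO below 50%; inconclusive = fewer than 70 events counted for the yeast strain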;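 note: median channel GFP fluorescence of the barcoded RPL19A-GFP strain; ratio of sample median GFP to plate DMSO average so 100% = DMSO; lower means less RPL19A-GFP as with rapamycin TOR inhibition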
JMJD2C inh = inhibitors of GASC-1 histone demethylase, primary screen, biochemical, fluorescence, DELFIA europium; inhibition, % at 2.35 µM; Lysine-specific demethylase 4C (Homo sapiens), Q9H3R0; GST-JMJD2C(1-420) H3K9me3 demethylation; actives 0.069% (n = 330,000);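 active = more than half of a compound's replicate wells show inhibition beyond 50%, single wells judged on their own value; inconclusive = some, but no more than half, of replicates pass 50% inhibition; inactive = no replicate passes 50% inhibition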;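 note: signal counts dimethyl H3K9 product captured on neutravidin plate; 0% = median of DMSO wells and 100% = 0.3 times that DMSO median; strong numbers were not always called active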
Target sequence (Q9H3R0 1-420 limits assumed): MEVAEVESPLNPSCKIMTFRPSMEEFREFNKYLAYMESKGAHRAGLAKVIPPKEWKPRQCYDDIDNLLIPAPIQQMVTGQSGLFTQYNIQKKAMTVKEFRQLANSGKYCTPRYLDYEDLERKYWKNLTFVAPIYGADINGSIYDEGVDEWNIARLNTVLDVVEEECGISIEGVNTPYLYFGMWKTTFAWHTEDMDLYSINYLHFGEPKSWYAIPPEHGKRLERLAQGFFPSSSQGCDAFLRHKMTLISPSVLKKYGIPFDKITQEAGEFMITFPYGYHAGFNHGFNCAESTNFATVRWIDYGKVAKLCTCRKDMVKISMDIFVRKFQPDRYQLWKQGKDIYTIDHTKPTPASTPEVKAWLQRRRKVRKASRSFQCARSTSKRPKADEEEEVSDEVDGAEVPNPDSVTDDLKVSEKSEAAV
MEP2 TOR yeast = modulators of MEP2-GFP levels in yeast, primary screen, S. cerevisiae, multiplex flow cytometry, MLPCN library; S. cerevisiae MEP2-GFP strain, 3 h; 100% = DMSO control level; GFP response vs DMSO, % at 10 µM; AID 2016, 2009; actives 0.51% (n = 330,000);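 active = GFP response versus DMSO above a set limit, roughly screen mean plus 3 SD, cut at about 180% in these data; inconclusive = fewer than 70 cells counted for a yeast strain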;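 note: median GFP fluorescence of the barcode-gated MEP2-GFP cells per well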
VLA-4 inh = inhibition in human VLA-4 binding assay, primary screen, VLA-4 allosteric modulator project, MLPCN library, flow cytometry, VLA-4 expressing cells; Integrin alpha-4 (Homo sapiens), P13612; ligand binding flow cytometry; inhibition, % (about 7 µM as worked out from the volumes in the protocol); actives 0.2% (n = 330,000); AID 2557, 2010; in the data active = inhibition above about 50%
AGP1 TOR yeast = modulators of AGP1-GFP expression in yeast TOR pathway, primary screen, cell-based, multiplex flow cytometry, S. cerevisiae, MLPCN library. 3 h; GFP as percent of DMSO wells. GFP response vs DMSO, % at 10 µM. actives 0.02% (n = 320,000). AID 2066, 2009;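 active = GFP response relative to DMSO above a set limit, near screen average plus 3 SD, cut at about 150% in these data; inconclusive = fewer than 70 cells counted for the yeast strain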;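 note: median GFP channel fluorescence of the gated AGP1 strain per well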
GRK2 aptamer HTS = compounds blocking aptamer binding on GRK2 – biochemical, human GRK2, bead flow cytometry, HTS, primary screen | AID 488847, 2010 | FAM-aptamer displacement from GRK2 | inhibition of aptamer binding, % at 10 µM | Beta-adrenergic receptor kinase 1 (Homo sapiens), P25098 | actives 0.59% (n = 330,000);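 active = inhibition of aptamer binding above 40%, roughly 3 SD of noise, on plates passing a quality check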;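 note: median bead fluorescence of bound FAM aptamer so fluorescent compounds give negative values; no value below 0 was filed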
Target sequence (P25098 whole entry, looked up): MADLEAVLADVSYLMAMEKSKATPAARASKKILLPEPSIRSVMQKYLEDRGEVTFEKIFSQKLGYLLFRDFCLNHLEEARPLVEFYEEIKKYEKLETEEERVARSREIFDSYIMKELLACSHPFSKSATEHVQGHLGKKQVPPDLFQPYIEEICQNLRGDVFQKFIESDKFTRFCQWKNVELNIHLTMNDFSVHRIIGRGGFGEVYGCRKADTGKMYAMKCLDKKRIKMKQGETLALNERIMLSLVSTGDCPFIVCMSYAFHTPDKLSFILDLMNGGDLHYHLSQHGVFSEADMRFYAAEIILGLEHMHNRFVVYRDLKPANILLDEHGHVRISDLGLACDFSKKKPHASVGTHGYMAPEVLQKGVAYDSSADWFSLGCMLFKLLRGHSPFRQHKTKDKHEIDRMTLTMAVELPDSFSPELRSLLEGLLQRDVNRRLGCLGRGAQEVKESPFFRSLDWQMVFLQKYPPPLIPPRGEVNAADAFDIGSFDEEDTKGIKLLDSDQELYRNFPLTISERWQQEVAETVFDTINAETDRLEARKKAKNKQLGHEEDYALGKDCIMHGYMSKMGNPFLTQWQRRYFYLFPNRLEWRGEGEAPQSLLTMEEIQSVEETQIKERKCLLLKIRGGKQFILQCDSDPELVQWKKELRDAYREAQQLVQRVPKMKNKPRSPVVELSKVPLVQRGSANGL
LAP4-GFP MLPCN = modulators of LAP4-GFP expression in yeast, primary screen, S. cerevisiae, multiplex flow cytometry, MLPCN library | actives 0.34% (n = 320,000) | 3 h; median GFP as percent of DMSO wells | GFP response vs DMSO, % at 10 µM | AID 2023, 2009;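 active = GFP response vs DMSO above a set limit, about the screen mean plus 3 SD, cut at about 150% in these data; inconclusive = under 70 cell events counted for the yeast strain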
* = called active by the depositor; ? = inconclusive; / = no result given; [ ] = dose if it differs, or a comment.

CIT2-GFP yeast | RPL19A-GFP yeast | JMJD2C inh | MEP2 TOR yeast | VLA-4 inh | AGP1 TOR yeast | GRK2 aptamer HTS | LAP4-GFP MLPCN | SMILES
96.9 | 92.0 | 8.3 | 61.3 | 8.0 | 85.1 | 2.0 | 99.2 | CCN(C(=O)COc1ncnc2sccc12)c1ccccc1
94.3 | 98.4 | -0.9 | 100.0 | 4.9 | 101.6 | 8.0 | 105.2 | O=C(NCCCN1CCOCC1)c1cccc(S(=O)(=O)NCc2ccccc2)c1
106.1 | 104.8 | 3.0 | 104.8 | 6.5 | 107.0 | 5.0 | 102.1 | COC(=O)CCC(NC(=O)OCc1ccccc1)C(=O)NC(CC(C)C)C(=O)OC (stereo not drawn)
100.6 | 99.9 | 6.5 | 100.0 | -9.6 | 102.9 | 1.0 | 103.9 | COc1ccc2c(c1OC)C(=O)N1C2SC(C)(C)[C@H]1C(=O)NC1CCCC1 (stereo partly drawn)
92.1 | 99.3 | 3.1 | 104.4 | 1.4 | 101.0 | 2.0 | 110.5 | CCOC(=O)c1ccc(N/C(=N\S(=O)(=O)c2ccc(F)cc2F)c2ccccc2)cc1
95.2 | 100.2 | -3.0 | 98.1 | 54.1* | 101.2 | 2.0 | 105.4 | COc1ccccc1NC(=O)Nc1cnccn1
98.0 | 98.5 | 1.5 | 98.5 | -2.1 | 105.0 | 0.0 | 105.0 | O=C(COC(=O)COc1ccc(Cl)cc1Cl)NC1CCS(=O)(=O)C1 (stereo not drawn)
85.7 | 91.1 | 117.6 | 95.4 | 2.1 | 82.5 | 0.0 | 112.0 | Cn1ncc2c(Nc3ccc4ccccc4c3)ncnc21
100.5 | 101.2 | / | 98.0 | -5.9 | 105.6 | 4.0 | 96.0 | COc1ccc(C2C(C#N)=C(N)Oc3cc(N)ccc32)cc1 (stereo not drawn)
98.1 | 98.8 | -6.2 | 99.5 | 2.7 | 99.8 | 7.0 | 95.0 | CC(=O)Cn1ncc(N2CCOCC2)cc1=O
106.2 | 100.8 | 8.7 | 103.3 | 1.5 | 105.0 | 0.0 | 103.0 | COc1ccc(C2C(C(=O)c3ccco3)=C(O)C(=O)N2c2nnc(C)s2)cc1 (stereo not drawn)
103.5 | 103.1 | -5.2 | 101.4 | 0.7 | 104.2 | 2.0 | 102.9 | COc1cccc(/C=N/Nc2ncnc3scc(-c4ccccc4)c23)c1OC
102.8 | 107.0 | -4.2 | 112.6 | 11.6 | 105.2 | 0.0 | 99.3 | O=c1c(CN2CCN(Cc3ccccc3F)C(CCO)C2)coc2ccccc12 (stereo not drawn)
103.6 | 99.7 | 2.7 | 105.6 | -21.3 | 102.8 | 5.0 | 99.3 | COCCCNC(=O)c1ccc(N(C)S(=O)(=O)c2ccc(OC)cc2)cc1
103.4 | 105.5 | 4.7 | 101.0 | 18.7 | 108.1 | 0.0 | 99.2 | CC(Sc1nnc(CN2CCCC2)n1Cc1ccccc1)C(=O)Nc1ccccc1 (stereo not drawn)
90.5 | 97.0 | -27.5 | 96.0 | -4.5 | 98.4 | 0.0 | 105.7 | CCOc1ccc(CCNC(=O)c2cccc(C#N)c2)cc1OCC
98.5 | 100.7 | 13.4 | 106.0 | 1.3 | / | 3.0 | 105.3 | COC(=O)c1nc(-n2nc(C)cc2C)ccc1Cl
85.5 | 96.5 | 1.5 | 96.9 | 3.5 | 102.2 | 0.0 | 98.9 | Cc1cc(C)nc(/N=C2\NC(=O)CC(C(=O)O)N2c2ccc(F)c(Cl)c2)n1 (stereo not drawn)
96.9 | 100.4 | 65.1 | 103.2 | 5.7 | 99.2 | 2.0 | 97.6 | CN1CCN(C(=O)Cn2c(C(F)(F)F)nc3ccccc32)CC1
113.0 | 112.5 | 6.1 | 110.7 | 3.1 | 93.2 | 2.0 | 101.8 | CCOC(=O)c1sc(NC(=O)c2cccc(S(=O)(=O)N3CCc4ccccc43)c2)c(C#N)c1C
98.9 | 103.1 | 0.2 | 99.7 | 2.7 | 96.3 | 2.0 | 102.9 | CC(C)(C)c1cc(CCC(=O)NCc2ccccn2)cc(C(C)(C)C)c1O
96.8 | 102.3 | -0.6 | 104.9 | 11.1 | 99.7 | 1.0 | 104.0 | COC(=O)c1cnn2c(C(F)(F)F)cc(-c3ccc(F)cc3)nc12
102.2 | 106.6 | -0.5 | 104.6 | 26.7 | 97.1 | 0.0 | 99.0 | Cc1cccc(/C(N)=N/OC(=O)COc2ccc(Cl)c(C)c2)c1
105.0 | 104.3 | 3.5 | 105.7 | 1.4 | 103.4 | 1.0 | 97.4 | CCn1c(=O)c(C(=O)NCc2ccccc2Cl)c(O)c2ccccc21
95.0 | 96.3 | -29.1 | 102.8 | -2.2 | 99.9 | 2.0 | 110.4 | O=S(=O)(NCc1ccccn1)c1ccc(Br)s1
89.1 | 95.3 | -5.5 | 111.0 | -5.2 | 95.4 | 0.0 | / | O=C1N=C(C=c2ccc(=Cc3[nH]c(=O)[nH]c3O)cc2)C(=O)N1
91.6 | 94.4 | -2.9 | 93.0 | 10.1 | 98.5 | 3.0 | 97.4 | CC(C)OC(=O)CCCN1C(=O)c2ccc(N)cc2C1=O
96.6 | 102.4 | -4.7 | 103.5 | 9.2 | 99.2 | 0.0 | 103.6 | Cc1cc(C)cc(C(=O)NC(=S)Nc2ccc(-c3cc4ccccc4oc3=O)cc2)c1
92.4 | 102.1 | -1.9 | 105.0 | 1.7 | 100.6 | 1.0 | 98.6 | O=C(Nc1nccs1)c1cn(-c2ccccc2)nc1-c1ccccc1
99.6 | 99.2 | 0.6 | 104.0 | 13.7 | 98.1 | 0.0 | 91.1 | O=C(CCNC(=O)c1ccco1)Nc1ccccc1OC(F)F
114.5 | 106.3 | 17.7 | 105.9 | 0.3 | 101.0 | 0.0 | 89.8 | CN(C)CCCNS(=O)(=O)c1ccc(N2CCN(Cc3ccc4c(c3)OCO4)CC2)c([N+](=O)[O-])c1
? | 91.7[may fluoresce violet] | -2.1 | 383.1*[may fluoresce violet] | 7.7 | 15.6[may fluoresce violet] | 1.0 | 130.3[may fluoresce violet] | O=C1OCCN1C(=O)[C@H]1[C@H](c2ccc(F)cc2)C(c2ccc(F)cc2)=NN1c1ccc(Br)cc1
83.8 | 96.4 | 1.0 | 92.3 | -8.3 | 87.9 | 1.0 | 94.3 | Cc1ccc(C)n1-n1c(C)nc2sc(-c3ccccc3)cc2c1=O
93.8 | 104.0 | / | 102.1 | 1.7 | 102.7 | 3.0 | 104.2 | C=CCC[C@@H](Cc1ccc(F)cc1)C(=O)OC[C@@H](Cc1c[nH]c2ccccc12)NC(=O)[C@@H](CC=C)CC(=O)NCCO
88.8 | 92.0 | 4.0 | 95.3 | 17.7 | 84.9 | 3.0 | 91.8 | CCC1CCCCN1C(=O)c1cc(COc2ccc3ncccc3c2)on1 (stereo not drawn)
98.8 | 98.0 | -5.0 | 100.5 | 1.8 | 100.3 | 0.0 | 105.5 | CCOC(=O)c1cccnc1SCC(=O)N(C)c1ccccc1
92.1 | 101.9 | 3.2 | 100.8 | 1.2 | 91.2 | 2.0 | 88.2 | O=C(/C=C/c1cccc([N+](=O)[O-])c1)NCCSCc1ccco1
109.7 | 104.1 | 5.5 | 103.4 | 2.5 | 107.5 | 2.0 | 99.9 | COc1ccccc1NC(=O)Cn1cc(C#N)c2ccccc21
99.5 | 103.8 | -3.5 | 99.2 | -7.5 | 103.2 | 0.0 | 98.5 | CC(=O)c1ccc(S(=O)(=O)N2CCn3cccc3C2C)cc1 (stereo not drawn)
103.8 | 101.4 | 1.8 | 105.1 | 7.5 | 101.1 | 1.0 | 99.5 | COCCCNC(=O)c1ccccc1N(Cc1ccccc1)S(=O)(=O)c1ccccc1

Ordered by molecular weight (lowest first): 3 of the compounds above.
CIT2-GFP yeast | RPL19A-GFP yeast | JMJD2C inh | MEP2 TOR yeast | VLA-4 inh | AGP1 TOR yeast | GRK2 aptamer HTS | LAP4-GFP MLPCN | SMILES
83.8 | 96.4 | 1.0 | 92.3 | -8.3 | 87.9 | 1.0 | 94.3 | Cc1ccc(C)n1-n1c(C)nc2sc(-c3ccccc3)cc2c1=O
88.8 | 92.0 | 4.0 | 95.3 | 17.7 | 84.9 | 3.0 | 91.8 | CCC1CCCCN1C(=O)c1cc(COc2ccc3ncccc3c2)on1 (stereo not drawn)
103.8 | 101.4 | 1.8 | 105.1 | 7.5 | 101.1 | 1.0 | 99.5 | COCCCNC(=O)c1ccccc1N(Cc1ccccc1)S(=O)(=O)c1ccccc1

More results.
CIT2-GFP yeast | RPL19A-GFP yeast | JMJD2C inh | MEP2 TOR yeast | VLA-4 inh | AGP1 TOR yeast | GRK2 aptamer HTS | LAP4-GFP MLPCN | SMILES
99.6 | 89.6 | 2.1 | 94.8 | 2.4 | 94.6 | 1.0 | 105.9 | C/C(=N\NC(=O)c1cc(C)[nH]n1)c1cccs1
95.7 | 100.0 | 0.4 | 92.9 | 0.8 | 97.2 | 1.0 | 90.5 | Cc1cc(C(=O)NNC(=O)COc2c(C)cc(Br)cc2C)n[nH]1
88.4 | 88.5 | 3.5 | 89.4 | 2.8 | 93.2 | 3.0 | 96.2 | Cc1ccc(CSCC(=O)N(CCC(C)C)c2c(N)n(Cc3ccccc3)c(=O)[nH]c2=O)cc1
103.5 | 101.1 | 12.6 | 102.2 | -3.4 | 109.2 | 1.0 | 101.4 | O=C(Cc1ccccc1)NNC(=O)C1CCCC1
100.3 | 101.1 | -5.2 | 105.1 | 14.3 | 104.5 | 0.0 | 114.6 | O=C(CSc1ccc(-c2ccco2)nn1)Nc1ccccc1
95.8 | 99.2 | -5.1 | 96.2 | 0.2 | 90.8 | 0.0 | 93.5 | N#Cc1ccc(C(=O)NCC2CCCCC2)cc1
107.9 | 103.0 | 6.5 | 97.8 | -2.5 | 110.5 | 0.0 | 103.5 | COC(=O)C(O)(NC(=O)c1ccncc1)C(F)(F)F (stereo not drawn)
92.2 | 96.2 | -4.6 | 133.4 | -9.7 | 16.9 | 2.0 | 99.1 | COCCn1c(SCC(=O)NC2CCCC2)nnc1-c1ccco1
/ | 98.2 | -1.5 | 92.6 | 1.1 | 97.6 | 1.0 | 87.2 | CN(C)c1nc(Nc2ccccc2)nc(Oc2ccc(=O)[nH]n2)n1
109.3 | 101.6 | -19.2 | 114.3 | / | 108.3 | 2.0 | 112.8 | COc1ccc(Br)cc1C(=O)Nc1ccc(Cc2ccncc2)cc1
106.5 | 100.6 | 0.3 | 102.5 | 3.1 | 100.8 | 1.0 | 90.2 | CC(=O)OC1CSC2c3ccccc3C(=O)N2Cc2sccc21 (stereo not drawn)
110.2 | / | 0.7 | 103.1 | 12.6 | 108.6 | 0.0 | 105.8 | Cc1cc(O)ccc1Nc1nc(-c2sc(N)nc2C)cs1
108.8 | 105.9 | 3.6 | 118.7 | 7.3 | 103.7 | 2.0 | 113.5 | CC(C)CC(=O)Nc1cc([N+](=O)[O-])ccc1Cl
100.3 | 103.3 | 21.8 | 106.9 | 13.9 | 102.3 | 3.0 | 105.2 | CC(=O)c1ccc(NC(=S)NN2C(C)CCCC2C)cc1 (stereo not drawn)

Screening data (PubChem BioAssay)

Compounds as they come, and some 1.7% of all compounds hit somewhere here.
